# C8 TRAIL sens: sensitizes caspase-8 expressing cells to TRAIL | NB7+C8 cells + TRAIL, ATPlite viability luminescence | inhibition (viability loss, TRAIL sensitization), % at 10 µM | hit rate 1% among 360,000 | AID 624354;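 active = compounds causing at least 50% loss of cell viability in the single-dose screen, relative to plate controls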
# LMP1 NFkB inh: inhibitors of Epstein-Barr LMP1-induced NF-kappaB reporter. LMP1-induced NF-kappaB luciferase reporter cells, luminescence. inhibition, % at 12.5 µM. hit rate 0.69% among 350,000. AID 504558; in the data active = inhibition above about 41%;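 also: 0% = neutral control wells and 100% = reference inhibitor control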
# NCOA1 inh: human NCOA1 inhibition; hit rate 0.12% among 360,000; inhibition, % at 3.6 µM; AID 588354; HEK293 GAL4-SRC1 luciferase reporter, luminescence; Q15788;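 active = inhibition above the campaign mean plus 3 SD, with each screening campaign given its own cutoff, cut at about 60% in these data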;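 also: 0% = DMSO treated cells and 100% = gossypol at 36 µM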
# TROY signal inh: inhibitors of TROY-dependent NF-kB signaling. inhibition, % at 10 µM. AID 1347056. Q293 LMP1-TROYcd NF-kB luciferase reporter, 4 h. hit rate 0.98% among 360,000;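 active = compounds whose plate-normalised and pattern-corrected inhibition of the luciferase reporter signal at the single screening dose is 50% or more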
# SRC2 inh: human SRC2 (NCOA2) inhibition; Q15596; AID 651957; hit rate 0.17% among 370,000; inhibition, % at 9 µM; HEK293 GAL4-SRC2 luciferase reporter, luminescence;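 active = inhibition above the mean inhibition of all tested compounds plus 3 SD, set per campaign, cut at about 52% in these data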;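 also: 0% = DMSO treated cells and 100% = cells given Gossypol at 36 µM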
# KKLEB tox: reduces viability of KKLEB cystic fibrosis airway cells; activity change (cytotoxicity), % at 5 µM; hit rate 0.36% among 360,000; AID 602141; KKLEB CF airway cells viability, ATPlite luminescence, overnight; stronger effect = lower value; cells stimulated with P. aeruginosa culture filtrate;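 active = corrected activity change at or below -50% at 5 µM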
# NCOA3 inh: human NCOA3 inhibition; Q9Y6Q9; hit rate 0.17% among 360,000; AID 588352; inhibition, % at 3.6 µM; HEK293 GAL4-SRC3 luciferase reporter, luminescence;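 active = inhibition above a per-campaign cutoff, the mean of all compounds plus 3 SD, cut at about 60% in these data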;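 also: 0% = DMSO-treated cells and 100% = gossypol-treated cells at 36 µM; higher means less SRC3-driven luciferase light from the GAL4 reporter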
# CF NFkB block: inhibitors of cystic fibrosis induced NF-kB; inhibition, % at 5 µM; AID 588850; hit rate 0.86% among 360,000; KKLEB NF-kB-GFP reporter, PAF-induced, GFP fluorescence overnight;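 active = at least 50% inhibition at 5 µM, scaled per plate between neutral and stimulator controls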;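 also: PAF is a Pseudomonas aeruginosa culture filtrate used as stimulus; plate controls were PAF-stimulated DMSO wells for no effect and unstimulated DMSO wells for full effect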
# TWEAK Fn14 block: blocks TWEAK-Fn14 interaction in a reporter cell assay | hit rate 2% among 360,000 | TWEAK-stimulated Fn14 reporter cells, luciferase luminescence, 8 h | inhibition, % at 10 µM; in the data active = inhibition above about 50%
# COUP-TFII inh: NR2F2 (human) inhibition, primary screen; AID 686940; inhibition, % at 8.6 µM; HEK293T NGFI-A luciferase reporter, luminescence; hit rate 0.7% among 370,000;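 active = inhibition above a per-plate cutoff, mean inhibition of test wells between control levels plus 3 SD, cut at about 38% in these data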;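 also: cells cotransfected with COUP-TFII expression vector driving the NGFI-A reporter; 0% = median of COUP-TF2 test wells and 100% = reporter-only cells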
# Target sequence (P24468 whole entry, looked up): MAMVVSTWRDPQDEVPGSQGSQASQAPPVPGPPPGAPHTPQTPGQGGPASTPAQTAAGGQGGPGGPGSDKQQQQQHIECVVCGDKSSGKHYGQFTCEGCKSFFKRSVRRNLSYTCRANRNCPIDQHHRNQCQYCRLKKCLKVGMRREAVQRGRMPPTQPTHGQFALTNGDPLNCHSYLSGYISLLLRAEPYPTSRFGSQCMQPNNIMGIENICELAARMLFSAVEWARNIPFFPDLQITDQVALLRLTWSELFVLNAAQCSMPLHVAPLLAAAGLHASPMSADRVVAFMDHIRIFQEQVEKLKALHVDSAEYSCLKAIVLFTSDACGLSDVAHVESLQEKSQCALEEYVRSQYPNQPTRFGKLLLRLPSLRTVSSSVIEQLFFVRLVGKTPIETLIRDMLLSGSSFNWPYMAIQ
# LRH-1 inv ag: inverse agonists of human LRH-1 (NR5A2) | HEK293T StAR-luciferase reporter, LRH-1 transfected, 24 h | inhibition, % at 3.6 µM | hit rate 0.13% among 360,000 | AID 602396;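 active = inhibition above the mean inhibition of all tested compounds plus 3 SD, cut at about 73% in these data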;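 also: 0% = DMSO wells and 100% = reporter-only cells lacking LRH-1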
# Target sequence (O00482 whole entry, looked up): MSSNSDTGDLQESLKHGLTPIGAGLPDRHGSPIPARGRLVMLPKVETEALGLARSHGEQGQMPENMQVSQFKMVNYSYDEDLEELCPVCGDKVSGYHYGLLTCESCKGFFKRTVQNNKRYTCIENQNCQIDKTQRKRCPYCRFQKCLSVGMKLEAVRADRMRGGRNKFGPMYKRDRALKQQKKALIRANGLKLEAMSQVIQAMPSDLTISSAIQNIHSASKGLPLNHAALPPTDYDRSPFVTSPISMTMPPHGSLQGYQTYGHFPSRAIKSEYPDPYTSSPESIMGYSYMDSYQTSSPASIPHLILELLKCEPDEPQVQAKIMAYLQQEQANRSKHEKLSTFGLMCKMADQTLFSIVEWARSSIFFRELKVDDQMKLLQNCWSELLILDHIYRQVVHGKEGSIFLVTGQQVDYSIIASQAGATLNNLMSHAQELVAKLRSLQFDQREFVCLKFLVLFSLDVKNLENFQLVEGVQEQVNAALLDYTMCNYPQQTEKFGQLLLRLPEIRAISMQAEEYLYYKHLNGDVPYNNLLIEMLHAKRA
# * = called active by the depositor; / = no result given. No enrichment for hits; overall some 4.2% were active at least once.
[1] CC1CN(S(=O)(=O)c2cc(C(=O)NC(C)c3cccnc3)ccc2Cl)CC(C)O1 (stereo not drawn)
[2] CN(CC(=O)Nc1ccccc1Cl)C(=O)COC(=O)c1ccc(=O)n(Cc2ccccc2)n1
[3] Cc1ccccc1-c1cc(C(=O)Nc2sc(C)c(C)c2C(N)=O)c2ccccc2n1
[4] O=C(CN1CCCN(S(=O)(=O)c2ccc(Br)s2)CC1)Nc1ccc(Cl)cc1
[5] CCOC(=O)C(=CNc1cccnc1Oc1ccc(C)c2c1CCC2)C(=O)OCC
[6] CC1(C(=O)NS(=O)(=O)c2ccc3c(c2)CCO3)CCN1C(=O)C1(c2ccc(Cl)cc2)CCC1 (stereo not drawn)
[7] CC(C)Cc1nnc(NC(=O)CCNC(=O)c2ccccc2Cl)s1
[8] CCN(CC)S(=O)(=O)c1ccc(-c2nnc(SCC(=O)N3c4ccccc4CC3C)n2CC)cc1 (stereo not drawn)
[9] CCN(CC)S(=O)(=O)c1cccc(C(=O)NNC(=O)C2=NN(c3ccccc3)C(=O)CC2)c1
[10] CC(=O)c1ccc2c(c1)C1C=CCC1C(c1cc3c(cc1Br)OCO3)N2 (stereo not drawn)
assay / entry	1	2	3	4	5	6	7	8	9	10
C8 TRAIL sens	-3	-3	40	10	9	7	-12	13	-6	16
LMP1 NFkB inh	-1	-3	5	-9	37	/	2	5	-2	9
NCOA1 inh	-1	-12	5	20	7	-3	-29	7	-2	1
TROY signal inh	-3	3	26	-17	46	-1	-31	11	-1	6
SRC2 inh	-1	-11	-1	-4	5	-1	0	2	18	-5
KKLEB tox	-10	-4	3	-9	-20	9	4	-9	5	-16
NCOA3 inh	22	6	-5	10	10	13	9	12	7	2
CF NFkB block	4	-31	7	6	27	6	-11	26	-3	44
TWEAK Fn14 block	9	-12	18	-28	-1	-8	-2	25	-12	4
COUP-TFII inh	7	16	15	1	-12	-14	2	-5	19	-8
LRH-1 inv ag	10	-25	38	50	7	-13	-24	18	8	45

# Arranged by molecular weight (smallest number first): some entries from above
[3] Cc1ccccc1-c1cc(C(=O)Nc2sc(C)c(C)c2C(N)=O)c2ccccc2n1
[1] CC1CN(S(=O)(=O)c2cc(C(=O)NC(C)c3cccnc3)ccc2Cl)CC(C)O1 (stereo not drawn)
[2] CN(CC(=O)Nc1ccccc1Cl)C(=O)COC(=O)c1ccc(=O)n(Cc2ccccc2)n1
assay / entry	3	1	2
C8 TRAIL sens	40	-3	-3
LMP1 NFkB inh	5	-1	-3
NCOA1 inh	5	-1	-12
TROY signal inh	26	-3	3
SRC2 inh	-1	-1	-11
KKLEB tox	3	-10	-4
NCOA3 inh	-5	22	6
CF NFkB block	7	4	-31
TWEAK Fn14 block	18	9	-12
COUP-TFII inh	15	7	16
LRH-1 inv ag	38	10	-25

# (next part)
[11] Cc1cccc(NC(=O)NNC(=O)c2c(Cl)c(C)nn2C)c1
[12] CC(=O)Nc1sc(NC(=O)c2ccccc2)nc1-c1cccs1
[13] O=C(Nc1cccc(NC(=O)c2cccc(Cl)c2)c1)c1cccnc1
[14] CCc1ccccc1OCC(=O)Nc1cc(S(=O)(=O)N(CC)CC)ccc1N1CCOCC1
[15] O=C(CCN1C(=O)/C(=C\C=C\c2ccccc2)SC1=S)Nc1ccc(C(=O)O)cc1
[16] Cc1ccc(NC(=O)CSCC(=O)N(C)Cc2c(F)cccc2Cl)cc1
[17] CCN(CC)c1ccc(/C=N/N2C(=O)c3ccccc3C2=O)c(O)c1
[18] COc1ccc(Cc2nnc(NC(=O)CS(=O)(=O)c3ccc(C)cc3)s2)cc1OC
[19] COC(=O)c1ccc(/C=C/c2c(-c3ccc(OC)cc3)oc3ccccc23)cc1
[20] CC(NC(=O)C1CCN(S(=O)(=O)c2cnc[nH]2)CC1)c1ccccc1 (stereo not drawn)
assay / entry	11	12	13	14	15	16	17	18	19	20
C8 TRAIL sens	6	10	-3	20	26	-7	18	-4	18	10
LMP1 NFkB inh	2	2	9	-1	-25	-6	4	-6	-13	3
NCOA1 inh	11	5	-16	8	-48	3	-8	-16	-8	13
TROY signal inh	-23	-12	8	-3	-10	14	-13	11	-22	3
SRC2 inh	5	2	-18	29	-17	-9	0	-8	-29	6
KKLEB tox	-4	14	0	-18	-1	6	2	-4	0	19
NCOA3 inh	19	-10	-6	13	-43	11	10	-2	-12	18
CF NFkB block	-8	-22	2	22	-10	-9	-15	2	-28	1
TWEAK Fn14 block	13	0	3	5	12	23	-16	2	11	-2
COUP-TFII inh	-2	-30	-7	-11	-19	3	4	-11	-8	3
LRH-1 inv ag	0	-21	-18	2	-44	-19	-4	-4	0	17

# Looked up by compound from the list above, 3 records:
[15] O=C(CCN1C(=O)/C(=C\C=C\c2ccccc2)SC1=S)Nc1ccc(C(=O)O)cc1
[12] CC(=O)Nc1sc(NC(=O)c2ccccc2)nc1-c1cccs1
[16] Cc1ccc(NC(=O)CSCC(=O)N(C)Cc2c(F)cccc2Cl)cc1
assay / entry	15	12	16
C8 TRAIL sens	26	10	-7
LMP1 NFkB inh	-25	2	-6
NCOA1 inh	-48	5	3
TROY signal inh	-10	-12	14
SRC2 inh	-17	2	-9
KKLEB tox	-1	14	6
NCOA3 inh	-43	-10	11
CF NFkB block	-10	-22	-9
TWEAK Fn14 block	12	0	23
COUP-TFII inh	-19	-30	3
LRH-1 inv ag	-44	-21	-19

# Continued.
[21] CC(C)n1c(Oc2ccc(F)cc2)nc2c1c(=O)n(C)c(=O)n2C
[22] CC(C)c1ccc(Nc2nc(N3CCOCC3)nc(N3CCOCC3)n2)cc1
[23] COc1ccc(C2CC(c3ccccc3F)=NN2c2ccc(S(N)(=O)=O)cc2)cc1 (stereo not drawn)
[24] CC(NC(=O)COC(=O)c1ccco1)c1ccccc1 (stereo not drawn)
[25] COc1cc(-c2nc(-c3ccncc3)no2)cc(OC)c1OC
[26] Nc1ccc(C(=O)Nc2ccccc2C(=O)O)cc1
[27] Cc1cccc(Cn2c(C)c(C)c3cc(C(=O)NCCN4CCOCC4)ccc32)c1
[28] O=S(=O)(c1ccc(Br)s1)n1cccn1
[29] Cn1c(NCc2ccccc2)nc2cc(-c3ccccc3)sc2c1=O
[30] Cc1ccc(OCCC(=O)Nc2ccc(S(=O)(=O)Nc3cc(C)nc(C)n3)cc2)cc1
assay / entry	21	22	23	24	25	26	27	28	29	30
C8 TRAIL sens	1	0	3	9	-3	20	-13	-18	3	8
LMP1 NFkB inh	6	-7	5	-8	-6	7	-3	-5	/	0
NCOA1 inh	-15	5	-9	-21	4	6	5	2	-15	1
TROY signal inh	16	1	-41	-1	-1	7	-15	6	-27	3
SRC2 inh	-9	3	-7	2	-6	-40	17	-11	1	-16
KKLEB tox	3	-17	4	-4	2	-4	3	-5	-6	11
NCOA3 inh	9	4	-11	-9	17	-3	-3	12	-26	-1
CF NFkB block	9	36	23	2	-12	3	-2	13	13	-3
TWEAK Fn14 block	32	0	13	16	-35	-1	1	-11	6	4
COUP-TFII inh	-13	8	-10	-4	-5	9	12	2	-14	10
LRH-1 inv ag	3	10	2	20	-5	1	-28	27	-1	1

[31] CCC1CCc2c(sc(NC(=O)c3ccco3)c2C(N)=O)C1 (stereo not drawn)
[32] CN(Cc1ccc(Br)cc1)CC(O)COc1cccc(Br)c1 (stereo not drawn)
[33] O=[N+]([O-])c1ccc2c(c1)C(O)n1ncnc1S2 (stereo not drawn)
[34] CCOC(=O)[C@H]1[C@H]2COc3cc(OC)ccc3[C@@H]2N2C(=O)c3cc(F)c(F)cc3NC(=O)[C@@]12C
[35] CC(C)CC(N)C(=O)OCc1ccc([N+](=O)[O-])cc1 (stereo not drawn)
[36] CC(C)CCNC(=O)NC(=O)CSc1ccc(S(=O)(=O)N2CCOCC2)cn1
[37] OC(CN1CCN(c2ccccn2)CC1)Cn1c2ccc(Cl)cc2c2cc(Cl)ccc21 (stereo not drawn)
[38] CCNc1nc(NCC)n2c(SC(C(=O)Nc3cc(Cl)cc(Cl)c3)c3ccccc3)nnc2n1 (stereo not drawn)
[39] COc1ccc(CNC(=O)[C@H](C)NC(=O)C2CCN(C(=O)[C@@H](N)CCSC)CC2)cc1
[40] O=C(C(=O)N1CCCCC1)c1cn(CC(=O)N2CCCCCC2)c2ccccc12
assay / entry	31	32	33	34	35	36	37	38	39	40
C8 TRAIL sens	33	0	1	-6	-14	-6	12	-6	9	-16
LMP1 NFkB inh	-31	-3	26	-5	3	-4	-33	-20	-10	6
NCOA1 inh	-81	-20	-68	-1	6	-4	3	12	-6	15
TROY signal inh	-37	-22	26	7	-7	-21	-1	47	-5	-2
SRC2 inh	-56	7	-5	-11	12	-22	4	19	0	11
KKLEB tox	-9	-6	-2	-12	-12	1	-7	-30	-3	11
NCOA3 inh	-89	18	2	10	-1	2	8	25	-2	19
CF NFkB block	-15	9	-2	-7	7	-1	2	35	10	-13
TWEAK Fn14 block	2	-1	-4	-48	-2	-12	52*	67*	19	-4
COUP-TFII inh	-28	-22	2	11	16	18	3	6	9	-15
LRH-1 inv ag	-106	-3	-6	-3	-12	0	9	18	9	5

[41] CCN(CC)S(=O)(=O)c1ccc(NC(=O)COC(=O)CCc2cc(OC)c(OC)c(OC)c2)cc1
[42] Cc1nn(-c2ccc(Cl)cc2)c2sc(C(=O)N3CCN(c4ccccn4)CC3)cc12
[43] COc1ccc(OC)c2[nH]c(=O)c(CCNC(=O)c3ccc(S(=O)(=O)N4CCCC4)cc3)cc12
[44] CCOc1ccc(OCCSc2nc(-c3ccccc3)cc(=O)[nH]2)cc1
[45] Nc1nc2ccc(Br)cc2o1
[46] Cc1c(C(=O)OCC(=O)Nc2ccc(C(N)=O)cc2)cccc1[N+](=O)[O-]
[47] O=C(NNC(=S)Nc1ccc(Br)cc1)c1cccnc1
[48] CCNC(=O)COC(=O)c1cc(=O)[nH]c2ccccc12
[49] CC(=O)N1CCN(S(=O)(=O)c2cccc(C(=O)NNC(=O)COc3ccc(Cl)cc3C)c2)CC1
[50] CC12CCCCN1CCCc1c2[nH]c2ccccc12 (stereo not drawn)
[51] O=C(Nc1ccc(N2CCN(C(=O)c3ccccc3)CC2)c(Cl)c1)c1ncn[nH]1
assay / entry	41	42	43	44	45	46	47	48	49	50	51
C8 TRAIL sens	13	3	1	-9	-4	19	3	14	12	5	6
LMP1 NFkB inh	-9	-15	-3	-6	5	16	4	-13	-2	-13	15
NCOA1 inh	5	-5	-15	11	-11	1	-19	4	9	15	3
TROY signal inh	-7	16	6	-35	0	15	-30	12	-4	-16	40
SRC2 inh	6	7	-27	3	8	11	-5	-12	/	2	12
KKLEB tox	0	-26	-9	8	0	-3	8	-13	1	10	-16
NCOA3 inh	19	9	-7	21	-7	6	-16	6	14	-10	11
CF NFkB block	-8	-7	-9	-13	6	15	-12	5	20	-6	26
TWEAK Fn14 block	-14	-26	-5	-26	36	12	-21	7	4	4	-4
COUP-TFII inh	-7	-6	-5	4	5	6	-7	-8	/	-63	10
LRH-1 inv ag	-10	7	-10	14	-10	4	-14	3	8	13	-6
